High-throughput results deposited in PubChem by Broad Institute.
INS-1E ATP HTS – rescue of cytokine-induced death in INS-1E beta cells; INS-1E cytokine-induced death, ATP luminescence, 48 h; normalised: neutral wells 0, positive control 100; protection from cytokine-induced ATP loss, % at 10 µM; 0.1% of 20,000 active;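 active = mean replicate protection from cytokine-induced ATP loss at least 50% and at least 75% of replicates each reaching 50%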
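assay system = INS-1E rat insulinoma cells | amount = 8000 cells per well | medium = phenol-red-free RPMI with 5% fetal bovine serum | doses = one compound concentration, pin transfer | timing = 48 h cytokine plus compound treatment, 10 min reagent incubation | also added = IL-1β, TNF-α and IFN-γ cytokine mix | signal = CellTiter-Glo luminescence measuring cellular ATP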
T cruzi HTS – intracellular Trypanosoma cruzi inhibition; intracellular Trypanosoma cruzi in host cells, plate reader; activity score (inhibition), % at 5.01 µM; 4.9% of 22,000 active; in the data active = activity score above about 55%;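 also: parasites and compound incubated about four days before reading; 0% = median of neutral control wells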
The depositor's hits bear a star; x = no result given.

SMILES | INS-1E ATP HTS | T cruzi HTS
C[C@@H]1CN([C@H](C)CO)C(=O)c2cc(NS(=O)(=O)c3ccccc3)ccc2O[C@H]1CN(C)C(=O)NC1CCCCC1 | -1 | 12
COc1ccc(NC(=O)Nc2ccc3c(c2)C(=O)N([C@H](C)CO)C[C@H](C)[C@@H](CN(C)C(=O)Nc2ccc(OC)cc2)OCCCC[C@@H](C)O3)cc1 | 6 | -6
Cc1noc(C)c1S(=O)(=O)N(C)C[C@@H]1Oc2ccc(NC(=O)CCCCCC(=O)Nc3ccccc3N)cc2CC(=O)N([C@@H](C)CO)C[C@@H]1C | 2 | -7
C[C@H]1CN([C@@H](C)CO)C(=O)c2cc(NS(=O)(=O)c3ccccc3)ccc2O[C@@H]1CN(C)CC1CC1 | -2 | -2
Cc1noc(C)c1S(=O)(=O)Nc1ccc2c(c1)CC(=O)N([C@H](C)CO)C[C@@H](C)[C@@H](CN(C)C(=O)NC(C)C)O2 | 16 | 3
C[C@H]1CN([C@@H](C)CO)C(=O)Cc2cc(NC(=O)Cn3cnnn3)ccc2O[C@@H]1CN(C)C(=O)Nc1cccc2ccccc12 | -4 | -20
COC(=O)CCCCCCC(=O)N/N=C/c1ccc(-n2ccnc2)cc1 | 3 | -13
C[C@@H]1CCCCO[C@H](CN(C)Cc2ccccc2)[C@@H](C)CN([C@H](C)CO)C(=O)c2cc(NC(=O)Nc3ccc(F)cc3)ccc2O1 | -3 | -1
COc1ccc(S(=O)(=O)N(C)C[C@@H]2Oc3c(NS(=O)(=O)c4ccc(F)cc4)cccc3C(=O)N([C@H](C)CO)C[C@@H]2C)cc1 | -2 | 12
CC(C)NC(=O)Nc1ccc2c(c1)CC(=O)N([C@H](C)CO)C[C@@H](C)[C@@H](CN(C)C(=O)Nc1cccc3ccccc13)O2 | 6 | -25
C[C@@H]1CN([C@@H](C)CO)C(=O)c2cccc(NS(=O)(=O)c3ccc(Cl)cc3)c2O[C@@H]1CN(C)Cc1ccc(C(=O)O)cc1 | 10 | -3
Cc1noc(C)c1NC(=O)N(C)C[C@@H]1Oc2ccc(NC(=O)CCN3CCOCC3)cc2C(=O)N([C@@H](C)CO)C[C@@H]1C | 6 | -15
C[C@H]1CN([C@@H](C)CO)C(=O)c2cc(NC(=O)C3CC3)ccc2O[C@H]1CN(C)Cc1ccc(C(F)(F)F)cc1 | x | 48
C[C@H]1CN([C@@H](C)CO)C(=O)Cc2cc(NC(=O)Nc3ccccc3)ccc2O[C@H]1CN(C)Cc1ccc(Cl)c(Cl)c1 | -56 | -15
C[C@@H]1CN([C@H](C)CO)C(=O)Cc2cc(NC(=O)CCCCCC(=O)Nc3ccccc3N)ccc2O[C@H]1CN(C)S(=O)(=O)c1ccc(Cl)cc1 | 6 | -24
C[C@H]1CN([C@@H](C)CO)C(=O)c2cc(NC(=O)NC3CCCCC3)ccc2O[C@H]1CN(C)CC1CCCCC1 | -5 | -34
Cc1noc(C)c1NC(=O)N(C)C[C@H]1Oc2ccc(NS(C)(=O)=O)cc2C(=O)N([C@@H](C)CO)C[C@H]1C | -3 | -3
COc1ccc(NC(=O)Nc2cccc3c2O[C@@H](CN(C)S(=O)(=O)c2ccc(F)cc2)[C@H](C)CN([C@@H](C)CO)C3=O)cc1 | 0 | 3
CCOC(=O)N(C)C[C@H]1OCc2cn(nn2)CCCC(=O)N([C@H](C)CO)C[C@H]1C | x | -39
O=C(NO)c1cccc(C(=O)N/N=C/c2ccc(Oc3ccccc3)cc2)c1 | -4 | -10

Grouped by structure, the entries above containing fluorine.
SMILES | INS-1E ATP HTS | T cruzi HTS
C[C@@H]1CCCCO[C@H](CN(C)Cc2ccccc2)[C@@H](C)CN([C@H](C)CO)C(=O)c2cc(NC(=O)Nc3ccc(F)cc3)ccc2O1 | -3 | -1
COc1ccc(S(=O)(=O)N(C)C[C@@H]2Oc3c(NS(=O)(=O)c4ccc(F)cc4)cccc3C(=O)N([C@H](C)CO)C[C@@H]2C)cc1 | -2 | 12
C[C@H]1CN([C@@H](C)CO)C(=O)c2cc(NC(=O)C3CC3)ccc2O[C@H]1CN(C)Cc1ccc(C(F)(F)F)cc1 | x | 48
COc1ccc(NC(=O)Nc2cccc3c2O[C@@H](CN(C)S(=O)(=O)c2ccc(F)cc2)[C@H](C)CN([C@@H](C)CO)C3=O)cc1 | 0 | 3

Further results:
SMILES | INS-1E ATP HTS | T cruzi HTS
C[C@H]1CN([C@@H](C)CO)C(=O)CCCn2cc(nn2)CO[C@@H]1CN(C)S(=O)(=O)c1cccs1 | x | 2
Cc1noc(C)c1NC(=O)Nc1ccc2c(c1)CC(=O)N([C@H](C)CO)C[C@H](C)[C@H](CN(C)C)O2 | -1 | -9
C[C@H]1CN([C@@H](C)CO)C(=O)c2cccc(NC(=O)c3ccc(-c4nccs4)cc3)c2O[C@H]1CN(C)CC1CCCCC1 | -13 | -1
C[C@@H]1CN([C@H](C)CO)C(=O)c2cccc(NC(=O)Nc3ccc(F)cc3)c2O[C@@H]1CN(C)C(=O)Nc1ccc(F)cc1 | 7 | 9
O=C(N/N=C/c1cn(S(=O)(=O)c2ccccc2)c2ccccc12)c1ccccn1 | 2 | 30
COc1ccc(S(=O)(=O)Nc2ccc3c(c2)CC(=O)N([C@H](C)CO)C[C@@H](C)[C@@H](CN(C)Cc2ccc(-c4ccccc4)cc2)O3)cc1 | -16 | 72*
C[C@@H]1CN([C@H](C)CO)C(=O)c2cccc(NC(=O)c3ccncc3)c2O[C@@H]1CN(C)Cc1ccc2c(c1)OCO2 | -6 | -8
C[C@@H]1CCCCO[C@@H](CN(C)C(=O)c2ccncc2)[C@@H](C)CN([C@H](C)CO)C(=O)c2cc(NC(=O)c3ccccc3)ccc2O1 | 7 | -33
C[C@H](CO)N1C[C@H](C)[C@H](CN(C)Cc2ccncc2)Oc2ccc(NC(=O)Nc3ccccc3)cc2CC1=O | 13 | -10
COc1ccc(NC(=O)N(C)C[C@H]2Oc3c(NC(=O)Nc4ccc(F)cc4)cccc3C(=O)N([C@H](C)CO)C[C@H]2C)cc1 | 4 | -23
Cc1cc(C(=O)Nc2cccc3c2O[C@H](CN(C)C(=O)NC2CCCCC2)[C@@H](C)CN([C@@H](C)CO)C3=O)n(C)n1 | 11 | -45
Cc1ccc(S(=O)(=O)Nc2cccc3c2O[C@H](CN(C)S(C)(=O)=O)[C@H](C)CN([C@H](C)CO)C3=O)cc1 | 10 | -22
Cc1ccc(S(=O)(=O)N(C)C[C@H]2OCCCC[C@@H](C)Oc3ccc(NC(=O)Nc4ccccc4)cc3C(=O)N([C@H](C)CO)C[C@@H]2C)cc1 | -5 | 6
C[C@@H]1CN([C@@H](C)CO)C(=O)c2cc(NC(=O)CCC(F)(F)F)ccc2O[C@@H]1CN(C)S(=O)(=O)c1cccs1 | x | 3
CC(C)NC(=O)N(C)C[C@H]1Oc2c(NS(C)(=O)=O)cccc2C(=O)N([C@@H](C)CO)C[C@H]1C | 13 | -29
C[C@@H]1CN([C@@H](C)CO)C(=O)Cc2cc(NC(=O)Cc3ccccc3)ccc2O[C@@H]1CN(C)Cc1ccc(Cl)c(Cl)c1 | -38 | 66*
Cc1noc(C)c1NC(=O)Nc1ccc2c(c1)CC(=O)N([C@@H](C)CO)C[C@@H](C)[C@@H](CN(C)C(=O)Nc1ccc(F)cc1)O2 | -2 | 1
COc1ccc(S(=O)(=O)Nc2cccc3c2O[C@H](CN(C)CC2CC2)[C@H](C)CN([C@H](C)CO)C3=O)cc1 | 0 | -8
C[C@H]1CN([C@@H](C)CO)C(=O)c2cccc(NS(=O)(=O)c3ccc(F)cc3)c2O[C@H]1CN(C)C | 4 | -9
COc1ccc(/C=N/NC(=O)CCCCCC(=O)Nc2ccccc2O)c(OC)c1 | 19 | -11
C[C@@H]1CN([C@@H](C)CO)C(=O)c2cccc(NC(=O)Nc3ccc(C(F)(F)F)cc3)c2O[C@H]1CN(C)S(C)(=O)=O | -1 | -12
COc1ccc(NC(=O)N(C)C[C@@H]2Oc3ccc(NC(=O)Cn4cnnn4)cc3CC(=O)N([C@@H](C)CO)C[C@@H]2C)cc1 | 10 | -19
C[C@H](CO)N1C[C@H](C)[C@H](CN(C)S(=O)(=O)c2cccs2)Oc2ncc(-c3cc4ccccc4o3)cc2C1=O | x | 67*
C[C@@H]1CN([C@H](C)CO)C(=O)Cc2cc(NC(=O)Nc3ccccc3)ccc2O[C@@H]1CN(C)Cc1ccc(C(=O)Nc2ccccc2N)cc1 | 0 | 64*
C[C@H](CO)N1C[C@H](C)[C@@H](CN(C)Cc2ccccc2)Oc2c(NC(=O)C3CCCCC3)cccc2C1=O | -8 | 30
Cc1ccc(S(=O)(=O)N(C)C[C@@H]2Oc3c(NC(=O)c4nc5ccccc5s4)cccc3C(=O)N([C@H](C)CO)C[C@H]2C)cc1 | 10 | 14
C[C@H](CO)N1C[C@H](C)[C@@H](CN(C)S(=O)(=O)c2ccc(F)cc2)Oc2ccc(NC(=O)CCN3CCOCC3)cc2C1=O | 9 | -9
Cc1ccc(S(=O)(=O)Nc2ccc3c(c2)CC(=O)N([C@@H](C)CO)C[C@@H](C)[C@@H](CN(C)C(=O)NC2CCCCC2)O3)cc1 | 6 | -29
Cc1noc(C)c1S(=O)(=O)Nc1ccc2c(c1)C(=O)N([C@@H](C)CO)C[C@H](C)[C@@H](CN(C)Cc1ccccc1)O2 | -6 | 5
C[C@H]1CN([C@@H](C)CO)C(=O)Cc2cc(NC(=O)CCC(F)(F)F)ccc2O[C@@H]1CN(C)S(=O)(=O)c1ccc(F)cc1 | 16 | -7
C[C@H]1CN([C@@H](C)CO)C(=O)c2cccc(NS(=O)(=O)c3ccc(F)cc3)c2O[C@@H]1CN(C)S(=O)(=O)c1ccccc1 | 1 | -4
C[C@H](CO)N1C[C@H](C)[C@H](CN(C)C(=O)Nc2ccc3c(c2)OCO3)Oc2ncc(-c3cccc(F)c3)cc2C1=O | x | -15
COc1ccc(NC(=O)Nc2ccc3c(c2)C(=O)N([C@@H](C)CO)C[C@@H](C)[C@@H](CN(C)C(=O)Nc2cccc4ccccc24)O3)cc1 | 5 | -4
Cc1ccc(S(=O)(=O)N(C)C[C@H]2OCCCC[C@@H](C)Oc3ccc(NC(=O)Nc4cccc5ccccc45)cc3C(=O)N([C@H](C)CO)C[C@@H]2C)cc1 | -9 | 40
CC(C)NC(=O)Nc1ccc2c(c1)CC(=O)N([C@H](C)CO)C[C@@H](C)[C@@H](CN(C)C)O2 | 16 | -17
C[C@H]1CN([C@@H](C)CO)C(=O)c2cc(NC(=O)c3ccncc3)ccc2O[C@H]1CN(C)S(=O)(=O)c1ccc(F)cc1 | x | -7
CNC[C@H]1Oc2c(NC(=O)Nc3ccc4c(c3)OCO4)cccc2C(=O)N([C@@H](C)CO)C[C@@H]1C | -5 | -20
COc1ccc(NC(=O)Nc2cccc3c2O[C@@H](CN(C)Cc2ccc(Oc4ccccc4)cc2)[C@H](C)CN([C@@H](C)CO)C3=O)cc1 | -29 | 48
C[C@H](CO)N1C[C@H](C)[C@H](CN(C)C(=O)Nc2ccc(F)cc2)Oc2ccc(NC(=O)CCCCCC(=O)Nc3ccccc3N)cc2C1=O | -5 | -34
C[C@@H]1CN([C@H](C)CO)C(=O)c2cc(NS(C)(=O)=O)ccc2O[C@@H]1CN(C)CC1CC1 | 6 | -4
C[C@@H]1CCCCO[C@@H](CN(C)S(=O)(=O)c2ccccc2)[C@@H](C)CN([C@H](C)CO)C(=O)c2cc(NC(=O)Nc3ccc4c(c3)OCO4)ccc2O1 | 15 | 1
C[C@@H]1CN([C@@H](C)CO)C(=O)c2cc(NS(C)(=O)=O)ccc2O[C@@H]1CN(C)Cc1ccncc1 | x | -15
Cc1cc(C(=O)Nc2cccc3c2O[C@H](CN(C)S(=O)(=O)c2ccccc2)[C@@H](C)CN([C@@H](C)CO)C3=O)n(C)n1 | -4 | -9
C[C@@H]1CCCCO[C@@H](CN(C)Cc2ccccc2)[C@@H](C)CN([C@H](C)CO)C(=O)c2cc(NC(=O)CCC(F)(F)F)ccc2O1 | -1 | -8
C[C@@H]1CN([C@@H](C)CO)C(=O)CCCn2cc(nn2)CO[C@H]1CN(C)C(=O)C1CCCCC1 | x | -11
C[C@@H]1CN([C@@H](C)CO)C(=O)CCCn2cc(nn2)CO[C@@H]1CN(C)Cc1cccc(O)c1 | x | -17
C[C@@H]1CN([C@H](C)CO)C(=O)CCCn2cc(nn2)CO[C@H]1CN(C)C(=O)OCc1ccccc1 | x | -11
C[C@H]1CN([C@@H](C)CO)C(=O)c2cccc(NC(=O)Nc3ccc4c(c3)OCO4)c2O[C@@H]1CN(C)S(=O)(=O)c1ccc(F)cc1 | 2 | 3
Cc1noc(C)c1NC(=O)Nc1cccc2c1O[C@@H](CN(C)CC1CCCCC1)[C@@H](C)CN([C@H](C)CO)C2=O | -4 | -13
C[C@@H]1CN([C@@H](C)CO)C(=O)Cc2cc(NC(=O)Nc3ccc4c(c3)OCO4)ccc2O[C@@H]1CN(C)C(=O)Nc1ccc(C(F)(F)F)cc1 | -10 | 7

Entries of single compounds, looked up by structure.
C[C@@H]1CN([C@@H](C)CO)C(=O)CCCn2cc(nn2)CO[C@H]1CN(C)C(=O)C1CCCCC1 across the screens: INS-1E ATP HTS = x; T cruzi HTS = -11
C[C@@H]1CN([C@@H](C)CO)C(=O)c2cccc(NC(=O)Nc3ccc(C(F)(F)F)cc3)c2O[C@H]1CN(C)S(C)(=O)=O across the screens: INS-1E ATP HTS = -1; T cruzi HTS = -12
C[C@H]1CN([C@@H](C)CO)C(=O)Cc2cc(NC(=O)CCC(F)(F)F)ccc2O[C@@H]1CN(C)S(=O)(=O)c1ccc(F)cc1 across the screens: INS-1E ATP HTS = 16; T cruzi HTS = -7
